# IMP-1 inh = blocks Pseudomonas aeruginosa IMP-1 metallo-beta-lactamase; purified IMP-1, nitrocefin hydrolysis, epi-absorbance fluorescence; inhibition, % at 5.6 µM; 290,000 compounds, 0.45% hits;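 active = inhibition above the mean plus 3 SD of all compounds in the same screening run, cut at about 4.5% in these data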;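 also: 0% = IMP-1 with DMSO and 100% = DMSO wells lacking enzyme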
#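 System: purified IMP-1 / Input: IMP-1 dispensed at 0.2 nM / Medium: 50 mM HEPES pH 7.1, 50 µM ZnSO4, 0.05% Brij 35 / Timing: 15 min enzyme–compound preincubation, then 25 min nitrocefin reaction, 25 °C / Technique: plate fluorescence quenching by hydrolysis product, ex 480/em 530 nm / Repeats: singlicate testing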
# IDE inh = inhibits human insulin-degrading enzyme in HEK cells; P14735; FAbetaB cleavage, fluorescence polarization; AID 434962; inhibition, % at 5.59 µM; 320,000 compounds, 0.41% hits;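 active = percent inhibition above the average of all tested compounds plus 3 SD, set per screening campaign, cut at about 16% in these data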;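 also: IDE supplied by intact live HEK cells; FP after avidin binding of uncleaved biotin substrate so inhibition keeps polarization high; 0% = DMSO wells and 100% = 60 µM reference IDE inhibitor Ii1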
# Target sequence (P14735 whole entry, looked up): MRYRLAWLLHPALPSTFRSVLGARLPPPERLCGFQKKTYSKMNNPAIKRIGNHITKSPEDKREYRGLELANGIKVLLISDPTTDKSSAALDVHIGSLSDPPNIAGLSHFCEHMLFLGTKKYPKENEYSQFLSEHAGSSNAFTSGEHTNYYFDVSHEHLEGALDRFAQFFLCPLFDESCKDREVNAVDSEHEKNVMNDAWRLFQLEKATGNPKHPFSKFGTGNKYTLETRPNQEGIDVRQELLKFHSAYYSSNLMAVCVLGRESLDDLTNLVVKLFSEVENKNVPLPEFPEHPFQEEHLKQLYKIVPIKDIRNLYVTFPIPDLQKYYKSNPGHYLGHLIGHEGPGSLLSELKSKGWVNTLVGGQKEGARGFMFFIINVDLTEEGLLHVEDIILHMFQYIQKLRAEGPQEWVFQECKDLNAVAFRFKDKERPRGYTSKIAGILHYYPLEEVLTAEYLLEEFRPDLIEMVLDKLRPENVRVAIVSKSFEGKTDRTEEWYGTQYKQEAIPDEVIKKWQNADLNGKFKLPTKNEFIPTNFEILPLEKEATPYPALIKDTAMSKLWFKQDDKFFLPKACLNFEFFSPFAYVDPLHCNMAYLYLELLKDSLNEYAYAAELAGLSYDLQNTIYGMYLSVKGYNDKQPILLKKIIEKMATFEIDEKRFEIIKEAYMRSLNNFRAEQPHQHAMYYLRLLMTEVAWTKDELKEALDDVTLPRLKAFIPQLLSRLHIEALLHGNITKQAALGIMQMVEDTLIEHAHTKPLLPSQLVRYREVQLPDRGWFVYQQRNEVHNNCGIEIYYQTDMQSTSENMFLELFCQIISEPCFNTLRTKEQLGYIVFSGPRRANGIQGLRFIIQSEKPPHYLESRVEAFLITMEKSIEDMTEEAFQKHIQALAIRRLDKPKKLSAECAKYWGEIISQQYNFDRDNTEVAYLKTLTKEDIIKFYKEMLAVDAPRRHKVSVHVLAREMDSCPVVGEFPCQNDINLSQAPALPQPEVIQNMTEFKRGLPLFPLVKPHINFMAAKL
# PHOSPHO1 inh = PHOSPHO1 (human) inhibition; Q8TCT1; recombinant PHOSPHO1, absorbance phosphatase assay; inhibition, % at 13.3 µM; 290,000 compounds, 1.1% hits; AID 1565; in the data active = inhibition above about 60%
# NALP1 yeast inh = blocks the NALP1 inflammasome reconstituted in yeast | AID 2071 | S. cerevisiae NALP1/ASC/caspase-1 growth, X-gal OD620, 72 h | inhibition, % at 10 µM | 280,000 compounds, 0.61% hits; in the data active = inhibition mostly above about 24%, no sharp cut-off; inactive = mostly below about 32%; also: some compounds called inactive have numbers as strong as hits
# pCIP destab = compounds decreasing mouse p/CIP protein stability; 290,000 compounds, 0.01% hits; F442A p/CIP-EGFP cells, EGFP fluorescence, 16 h; decrease of EGFP signal, % at 10 µM; Q05BA5;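 active = EGFP signal decrease of at least 30% at 10 µM or well 3 SD below plate mean, unless failing retest; inactive = the rest, including hits failing retest or dose response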; also: some compounds called inactive have numbers as strong as hits; many of its hits are not listed in these tables
# GPR7 antagonist = antagonists of human GPR7 (neuropeptides B/W receptor 1); P48145; 290,000 compounds, 1.1% hits; GPR7-expressing cells, fluorescence antagonist assay; inhibition, % at 4.4 µM; AID 1861; in the data active = inhibition above about 16%, passing the limit was not always enough;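 also: cells stimulated with the agonist NPW; 0% = agonist with vehicle and 100% = vehicle without agonist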
# IDE cell activ = boosts human insulin-degrading enzyme activity in HEK cells; P14735; activation, % at 5.96 µM; 340,000 compounds, 0.073% hits; AID 493087; FAbeta-B cleavage, fluorescence polarization; 0% vehicle, 100% cell-free pure enzyme wells;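 active = activation above the mean of all tested compounds plus 3 SD, set per screening campaign, cut at about 17% in these data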
# VIM-2 inhibitor = blocks Pseudomonas aeruginosa VIM-2 metallo-beta-lactamase | purified VIM-2, nitrocefin hydrolysis, epi-absorbance fluorescence | inhibition, % at 5.6 µM | 290,000 compounds, 0.89% hits;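 active = inhibition above the mean of all tested compounds plus 3 SD, cutoff set per screening run, cut at about 7.5% in these data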;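 also: red hydrolysis product quenches plate fluorescence so inhibitors raise well fluorescence; 0% = enzyme with DMSO and 100% = DMSO without enzyme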
# PfM18AAP inh = PfM18AAP enzyme inhibition; recombinant PfM18AAP, H-Glu-NHMec fluorogenic cleavage; inhibition, % at 7.35 µM; 290,000 compounds, 1.2% hits;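 active = inhibition above the campaign mean inhibition over all tested compounds plus 3 SD, cut at about 28% in these data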;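 also: 0% = plate median of test compound wells and 100% = 2 mM ZnCl2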
# Active calls of the source: *; nt = not tested or not shown.
IMP-1 inh	IDE inh	PHOSPHO1 inh	NALP1 yeast inh	pCIP destab	GPR7 antagonist	IDE cell activ	VIM-2 inhibitor	PfM18AAP inh	compound
-2.6	-2	-6	-4	-24	-9	2	-1.5	-10	CC1(C)OC(=O)C(=CNCCc2ccc(O)cc2)C(=O)O1
0.5	-5	3	26	6	8	5	-1.5	-1	CCCCN(CC)S(=O)(=O)c1ccc(C(=O)N=c2sc3cc(NC(C)=O)ccc3n2C)cc1
0.1	6	34	12	7	-22	2	-1.7	-5	CCc1ccc(NC(=O)Cn2nc(C(F)(F)F)c3c2CCC3)cc1
-4.4	4	-12	17	-5	-11	nt	-1.2	-2	CCn1c(C)nc2cc(C(=O)N=Nc3c(O)[nH]c4c(C)cc(C)cc34)ccc21
-1.5	7	44	4	-7	5	-3	0.4	-11	CCOC(=O)c1c(C)c(C(=O)NCc2ccco2)c(C)n1C
-2.8	2	-1	17	-1	4	-5	-1.9	4	Cc1ccc(NC(=O)/C=C/C(=O)O)c([N+](=O)[O-])c1
-3.2	2	-50	21	-1	-4	-2	-3.2	6	COc1cccc(N2CCN(C3CC(=O)N(c4ccc(C)c(Cl)c4)C3=O)CC2)c1 (stereo not drawn)
3.7	87*	-37	8	-784	-1	-48	9.3*	10	C=CCn1c(C)c(/C=C/c2cc[n+](C)cc2)c2ccccc21
-2.5	1	14	27	-9	-22	0	9.2*	43*	Cc1ccc(O)c(Nc2c3ccccc3nc3ccccc23)c1
-2.2	1	9	35	0	-1	4	2.5	7	CC(NC(=O)CC(c1ccccc1)c1cc(Cl)ccc1O)c1ccccc1 (stereo not drawn)
-3.6	7	2	1	0	-4	2	-0.1	-1	Cc1ccc(N(C(=O)Cn2nnc3ccccc32)C(C(=O)NCc2ccccc2)c2ccccn2)cc1 (stereo not drawn)
-2.4	1	20	17	-10	1	3	2.7	-13	CN1c2ccccc2C(=O)/C(=C\Nc2ccc(F)cc2F)S1(=O)=O
-3.2	1	-1	-3	-1	4	2	-2.5	-16	CN(C(=O)CCn1c(=S)oc2ccccc21)c1ccc(F)cc1
-3.3	0	7	22	5	-1	4	-3.9	-2	O=C(Cc1cccs1)N/N=C/C=C/c1ccccc1
0.3	1	32	25	-2	-3	-1	-0.2	-3	COc1cc(/C=C/c2ccc3cccc(OC)c3n2)c(O)c([N+](=O)[O-])c1

IMP-1 inh	IDE inh	PHOSPHO1 inh	NALP1 yeast inh	pCIP destab	GPR7 antagonist	IDE cell activ	VIM-2 inhibitor	PfM18AAP inh	compound
-0.3	nt	nt	12	-4	-9	1	-0.1	-8	Cc1ccc(S(=O)(=O)N(C)c2ccccc2C(=O)Nc2ccc(F)cc2F)cc1
-1.1	2	-16	16	6	-6	4	0.3	70*	O=C1N(c2ccc(Cl)c(Cl)c2)CN(Cc2ccccc2)CN1n1cnnc1
-1.6	3	-13	-3	-14	-8	3	-3.1	-5	O=C1CCN(Cc2ccc(O)cc2)CCN1[C@H](CO)Cc1ccccc1
-0.9	-3	16	-2	-12	9	-3	-3.2	1	Cc1ccc(C2CC(=O)Nc3sc(C(N)=O)c(N)c32)cc1 (stereo not drawn)
-1.4	3	-1	-5	3	-16	4	-2.9	2	COC(=O)[C@@H](NC(=O)NCCC1=CCCCC1)C(C)C
0.3	1	14	-10	3	-6	4	-4.8	4	CCOC(=O)C(=O)Nc1nnc(C2CCCCC2)s1
-2.4	-2	55	3	-12	-9	2	-2.9	-4	COc1ccc(C(=O)CSc2nnc(-c3cnccn3)n2Cc2ccco2)cc1
-1.4	-1	23	32	-12	-7	1	-3.3	-12	O=C(COc1ccc(Cl)cc1)Nc1ccc2c(c1)nc1n2CCOC1
-1.6	2	-121	-11	-2	-10	2	-1.8	-26	O=C(/C=C/c1ccc(Br)o1)NCc1ccccc1
-6.7	1	-7	nt	-16	-12	-10	5.4	-4	CCCc1cc(-n2ccnc2)n2c(nc3ccccc32)c1C#N
-1.7	-7	37	-1	-3	-8	1	-1.7	-5	Cc1ccc(NC(=O)CCNS(=O)(=O)c2ccc(OC(F)(F)F)cc2)c(O)c1
3.5	6	-3	0	-27	-9	-4	-0.1	21	N#CC1=C(N)SC(N)=C(C#N)C1C1C=CCCC1 (stereo not drawn)
-1.9	-3	5	31	5	-11	2	-1.4	10	O=C(OC(C(=O)NCc1cccs1)c1ccccc1Cl)c1ccco1 (stereo not drawn)
-2.1	1	12	-5	-7	9	7	-1.8	-2	Cc1cc(NC(=O)CCN2CCC(C(N)=O)CC2)ccc1Br
0.4	2	21	14	7	-9	-5	-3.2	-8	COc1ccc(N2CCN(S(=O)(=O)c3cccc4nsnc34)CC2)cc1

IMP-1 inh	IDE inh	PHOSPHO1 inh	NALP1 yeast inh	pCIP destab	GPR7 antagonist	IDE cell activ	VIM-2 inhibitor	PfM18AAP inh	compound
-1.3	1	-48	-9	-17	19	2	-1.6	-1	CCCn1c(C(=O)OC)cc2c1ccn2-c1ccc(F)cc1
-2.9	-2	nt	nt	nt	-14	4	-1.5	2	O=c1cc(-c2ccc(F)cc2)oc2ccccc12
-3.5	6	33	-17	-9	-4	3	-1.4	3	CCCCN(C)CCCNC(=O)c1cc(-c2cccs2)nc2ccccc12
-1.9	3	-1	13	-21	-6	-1	-1.7	-1	O=C(Nc1ccc(N2CCOCC2)cc1Cl)C1CCN(C(=O)OCc2ccccc2)CC1
0.0	1	17	0	16	-13	-4	-1.9	1	O=C(NCCc1c[nH]c2ccccc12)C1CCN(S(=O)(=O)c2ccccc2F)CC1
-1.8	8	8	14	-6	-3	0	-2.6	4	Cc1sc(NC(=O)c2ccc(OCC(C)C)cc2)c(C(N)=O)c1-c1ccc(Cl)cc1Cl
0.4	-2	16	5	5	-2	4	-1.2	0	O=C(O)CCC(NC(=O)C1CCCN1C(=O)OCc1ccccc1)C(=O)O (stereo not drawn)
-0.6	3	-50	19	-8	24*	6	-4.1	-3	COc1ccc(NS(=O)(=O)c2ccc(NC(=S)NC(=O)CC(C)C)cc2)cc1
-2.2	-1	4	8	5	-3	3	-3.0	-13	COC(=O)c1cc(-c2ccccc2)on1
0.2	5	0	nt	2	10	6	1.8	4	CCCCOC(=O)CN1C(=O)c2ccc(C(=O)OCCCC)cc2C1=O
1.1	6	2	nt	3	1	-1	0.1	-6	CCOc1ccc(C(=O)NCC(=O)OCc2c(C)noc2C)cc1
-2.9	-2	30	-13	-1	-10	1	-1.6	3	Cc1ccc(-c2nc(-c3nccc4ccccc34)oc2-c2ccccc2)cc1
2.7	4	9	-4	-12	19	-4	2.6	2	CCOc1ccc(NS(=O)(=O)c2ccc3c(c2)N(C(C)=O)CCS3)cc1
-0.5	-1	37	-4	9	10	3	-1.9	3	CCc1ccc(C2c3[nH]c4ccccc4c3CCN2C(=O)c2cc[n+]([O-])cc2)cc1 (stereo not drawn)
-5.1	-5	5	8	5	-2	0	-1.2	2	Cc1cc(C)c2cc(C#N)c(NCCCNC(=O)CCC(=O)O)nc2c1

# A few values from the list.
# Reading of CCCn1c(C(=O)OC)cc2c1ccn2-c1ccc(F)cc1 under IDE inh: 1
# Reading of O=c1cc(-c2ccc(F)cc2)oc2ccccc12 under GPR7 antagonist: -14

# (listing goes on)
IMP-1 inh	IDE inh	PHOSPHO1 inh	NALP1 yeast inh	pCIP destab	GPR7 antagonist	IDE cell activ	VIM-2 inhibitor	PfM18AAP inh	compound
-3.3	-2	11	-5	-9	7	-1	-1.0	-7	Cc1cccc(C(=O)NNC(=S)NC(=O)c2cccs2)c1
-3.3	4	16	-8	12	-5	5	-3.7	1	COc1ccccc1CNC(=O)COC(=O)c1ccc(Cl)c(N)c1
-0.8	2	16	-11	1	-1	0	-3.5	-12	O=C(C1Cc2ccccc2CN1S(=O)(=O)c1ccc(F)cc1)N1CCOCC1 (stereo not drawn)
-2.4	3	34	0	-6	-1	-1	-0.7	-11	O=C(COc1ccccc1)Nc1ccc2c(c1)C(=O)N(CC1CCCO1)C2=O (stereo not drawn)
-1.9	6	50	0	3	-8	3	-0.8	-8	CCOC(=O)Cn1nc(C)n(-c2ccc(C(C)C)cc2)c1=O
-2.6	3	-8	-7	-3	-4	4	-2.6	4	O=C1c2ccccc2CCC12N=NCC2c1ccccc1 (stereo not drawn)
-4.1	3	42	-1	-6	-6	3	-3.0	-1	O=c1cc(CN2CCC(Cc3ccccc3)CC2)nc2sccn12
0.0	4	-7	28	27	1	5	-1.3	15	COc1ccc2[nH]cc(CC(=O)O)c2c1
-4.0	-3	-10	3	-33	-6	-8	-3.2	3	CCN1c2ccccc2NC2C1C(C(C)=O)C(=O)N2c1ccc(Cl)cc1 (stereo not drawn)
-2.9	nt	-14	2	1	-6	-2	-2.1	1	COc1ccc2[nH]c(=O)c(CN(CC3CCCO3)C(=O)Nc3ccccc3OC)cc2c1 (stereo not drawn)
-5.0	3	10	10	0	-11	5	-2.4	-3	CCOC(=O)C1CCN(C(=O)C2COc3ccccc3O2)CC1 (stereo not drawn)

# Among those listed so far, these contain four or more nitrogen atoms:
IMP-1 inh	IDE inh	PHOSPHO1 inh	NALP1 yeast inh	pCIP destab	GPR7 antagonist	IDE cell activ	VIM-2 inhibitor	PfM18AAP inh	compound
0.5	-5	3	26	6	8	5	-1.5	-1	CCCCN(CC)S(=O)(=O)c1ccc(C(=O)N=c2sc3cc(NC(C)=O)ccc3n2C)cc1
-4.4	4	-12	17	-5	-11	nt	-1.2	-2	CCn1c(C)nc2cc(C(=O)N=Nc3c(O)[nH]c4c(C)cc(C)cc34)ccc21
-3.6	7	2	1	0	-4	2	-0.1	-1	Cc1ccc(N(C(=O)Cn2nnc3ccccc32)C(C(=O)NCc2ccccc2)c2ccccn2)cc1 (stereo not drawn)
-1.1	2	-16	16	6	-6	4	0.3	70*	O=C1N(c2ccc(Cl)c(Cl)c2)CN(Cc2ccccc2)CN1n1cnnc1
-2.4	-2	55	3	-12	-9	2	-2.9	-4	COc1ccc(C(=O)CSc2nnc(-c3cnccn3)n2Cc2ccco2)cc1
-6.7	1	-7	nt	-16	-12	-10	5.4	-4	CCCc1cc(-n2ccnc2)n2c(nc3ccccc32)c1C#N
3.5	6	-3	0	-27	-9	-4	-0.1	21	N#CC1=C(N)SC(N)=C(C#N)C1C1C=CCCC1 (stereo not drawn)
0.4	2	21	14	7	-9	-5	-3.2	-8	COc1ccc(N2CCN(S(=O)(=O)c3cccc4nsnc34)CC2)cc1
-5.1	-5	5	8	5	-2	0	-1.2	2	Cc1cc(C)c2cc(C#N)c(NCCCNC(=O)CCC(=O)O)nc2c1
